CASP6 VEID inh = human caspase-6 inhibitors, primary screen, biochemical, VEID-R110 fluorescence, single point, set 2; P55212; purified caspase-6, Z-VEID-R110 cleavage fluorescence; inhibition, % at 12.5 µM; actives 0.53% (n = 350,000); AID 686996, 2013;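 active = mean inhibition across replicates at least about 35%, with every replicate also reaching that limit, limit read from the data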;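 also: 0% = median of neutral control wells and 100% = no fluorescence left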
Target sequence (P55212 24-179 limits assumed): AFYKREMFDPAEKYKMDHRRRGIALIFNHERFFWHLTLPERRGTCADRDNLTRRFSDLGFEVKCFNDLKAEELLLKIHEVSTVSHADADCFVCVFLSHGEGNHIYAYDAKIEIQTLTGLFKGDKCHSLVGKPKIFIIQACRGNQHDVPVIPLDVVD
Target sequence (P55212 194-293 limits assumed): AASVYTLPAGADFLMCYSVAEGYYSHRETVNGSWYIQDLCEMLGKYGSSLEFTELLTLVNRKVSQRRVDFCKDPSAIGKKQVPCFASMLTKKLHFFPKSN
PAX8 inh HTS = inhibitors of PAX8-driven TPO luciferase reporter, primary screen, RMG-I cells, single concentration | actives 1.2% (n = 360,000) | AID 652154, 2013 | inhibition, % at 12.6 µM | SteadyGlo, 24 h;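 active = mean replicate inhibition at least 60% with every replicate also reaching 60%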;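 also: luciferase light reporting Pax8 driven TPO promoter activity; plate controls were median of neutral control wells for no effect and mitoxantrone controls for full effect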
FN deposit inh = inhibitors of fibronectin matrix deposition, primary screen, AH1F cells, Alexa488-fibronectin fluorescence, plate reader; AH1F fibroblasts, overnight; inhibition, % at 12.6 µM; actives 0.086% (n = 350,000);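 active = mean inhibition across replicates of 30% or more, regardless of how many single replicates reach that level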;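 also: positive control wells lacked labelled fibronectin entirely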
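Test system: AH1F fibroblast monolayer depositing Alexa488-labelled fibronectin into matrix. Input: 10000 cells per well. Technique: fluorescence, ex 485 nm, em 525 nm. Buffer or medium: DMEM plus 2% serum, read in PBS. Timing: 1 h cell adhesion before compound, then overnight fibronectin incubation. Compound: single dose, pinned. Read-out basis: inhibition from reduced deposited-fibronectin fluorescence.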
Cneo AK release = Cryptococcus neoformans cell lysis inducers, primary screen, AK release luminescence, single concentration. actives 0.2% (n = 360,000). C. neoformans lysis, adenylate kinase release luminescence, 4 h; normalised: neutral wells 0, clomiphene wells 100. lysis activity, % at 15 µM;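 active = mean lysis activity across replicates of at least 80%, whatever share of replicates individually reach that level; inactive = mean lysis activity below 80%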
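Schedule: static 4 h at 37 °C with compound, 1 h detection; system: C. neoformans cells; benchmarks: Clomiphene as positive control; buffer or medium: fresh YPD medium; measure: luminescence rise reflecting yeast cell lysis; measured by: luminescent adenylate kinase detection reagent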
LGR2 antag = inhibitors of bursicon-induced LGR2 CRE-luciferase signal, primary screen, cell-based, HEK293, CRE-luciferase reporter, bursicon stimulation; inhibition, % at 9.99 µM; AID 720647, 2013; Drosophila bursicon receptor LGR2 (rickets); actives 0.35% (n = 380,000); bursicon-stimulated, 4 h;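 active = drop in luminescence signal, shown as inhibition above about 50% in the replicate tests, limit read from the data, passing the limit was not always enough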;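 also: agonist challenge used bursicon conditioned medium at about half maximal strength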
PGC1a acetyl inh = inhibitors of PGC1a acetylation signal, primary screen, cell-based, U2OS, AlphaScreen, inhibitor mode. AlphaScreen anti-acetyl-lysine; with virally co-expressed GCN5 acetyltransferase. AID 651687, 2012. actives 0.17% (n = 350,000). inhibition, % at 15.6 µM;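 active = every replicate shows inhibition of at least 40%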;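 also: 0% = neutral control wells and 100% = positive control wells; some results beyond the cut were filed as inactive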
miR122 inh = miR-122 Renilla sensor signal increase in Huh7, primary screen, miR-122 inhibitor project, cell-based, single point, plate reader | activation (reporter increase), % at 12.5 µM | Huh7 miR-122 Renilla luciferase sensor, 48 h; neutral wells = 0, positive control = 100 | actives 0.3% (n = 340,000);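 active = mean replicate activation score at least 90 and every replicate individually at or above 90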;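 also: higher luciferase means less miR-122 activity so hits act as miR-122 inhibitors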
EWS-Fli inh = EWS/Fli-driven NR0B1 reporter inhibitors, primary screen, A673 cells, NR0B1 luciferase, luminescence, MLPCN library; actives 0.67% (n = 350,000); viability-normalised; inhibition, % at 12.6 µM;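 active = mean inhibition of at least 50% after viability correction, with every replicate also passing that limit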;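 also: firefly luciferase signal divided by Alamar Blue viability fluorescence both relative to DMSO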
An asterisk follows results filed as active; / = not tested or not shown; [ ] = dose if it differs, or a comment.

SMILES | CASP6 VEID inh | PAX8 inh HTS | FN deposit inh | Cneo AK release | LGR2 antag | PGC1a acetyl inh | miR122 inh | EWS-Fli inh
Cc1cc(NC(=O)CSc2ncn(-c3ccccc3)n2)no1 | / | / | / | -0.6 | -2.4 | -11.1 | -3.9 | /
O=C(CSc1nnc(CNC(=O)c2ccccc2F)o1)NCc1ccccc1 | 1.1 | -6.8 | 1.8 | -1.6 | 5.6 | / | -0.1 | -5.5
COc1ccc(NC(=O)C(=O)NCCN2CCN(C(=O)c3ccc(C)cc3)CC2)cc1 | -2.8 | 0.8 | -9.8 | -1.3 | -5.0 | -4.3 | -0.8 | -2.7
COCCCn1cc(CN2CC(N3CCSCC3)CS2(=O)=O)nn1 (configuration not stated) | 2.5 | 4.0 | 6.1 | / | -9.8 | / | / | -7.2
COCC(=O)N1CCN(c2nc3ccccc3o2)CC1 | 0.1 | 5.2 | 3.6 | 1.5 | -1.2 | -7.6 | -8.4 | -1.5
O=C(NNS(=O)(=O)c1ccc(F)cc1)c1cnccn1 | / | -2.3 | 2.0 | -1.5 | 1.8 | -8.3 | -4.7 | -0.4
CN(C)CCC(=O)c1cccc(Br)c1 | 5.6 | -13.6 | 1.2 | / | / | 0.0 | -1.1 | 10.6
C[C@H](CO)N1C[C@H](C)[C@@H](CN(C)Cc2cccc(F)c2)Oc2ncc(Br)cc2C1=O | 0.8 | / | -8.5 | -8.1 | -30.1 | -6.7 | 28.7[16.7 µM] | 2.6
C[C@@H]1CN([C@H](C)CO)S(=O)(=O)c2ccc(C#CC3CCCC3)cc2O[C@@H]1CN(C)C(=O)Nc1cc(F)ccc1F | 0.9 | 70.2* | / | 2.2 | 11.5 | -7.2 | 17.9[16.7 µM] | 43.6
Cn1c(=O)c2cc(NC(=S)NC3CC3)ccc2n1Cc1ccc(F)cc1 | 0.8 | -3.9 | 6.3 | -1.6 | -6.2 | / | -3.9 | -9.2
O=C(Nc1sc2c(c1C(=O)O)CCC2)c1cccc(Cl)c1 | 29.6 | -40.4 | 0.1 | / | -10.7 | / | / | -95.5
C=CCOC(=O)C1=C[C@H](c2ccc(Br)cc2)C[C@H](OCCCCO)O1 | 2.3 | -4.1 | 2.5 | -6.3 | -1.7 | / | / | -0.7
N#Cc1cnc2ncnn2c1-c1ccccc1 | -2.2 | -9.7 | -12.7 | / | 25.2 | / | / | 8.0
CN1CCN(C(=S)NC(=O)/C=C/c2ccccc2Cl)CC1 | -0.9 | 5.8 | -1.9 | / | 0.4 | / | / | -10.6
CCCS(=O)(=O)NC(=O)C1(C)CCN(C(=O)c2ccc3c(c2)OCO3)C1 (configuration not stated) | 1.2 | 2.3 | / | 0.1 | -5.2 | 3.9 | 0.0 | -2.8
COc1ccc(NC(=O)N(C)C[C@@H]2OCCCC[C@@H](C)Oc3ccc(NS(=O)(=O)c4ccc(F)cc4)cc3C(=O)N([C@@H](C)CO)C[C@H]2C)cc1 | 2.4 | 5.6 | / | -1.5 | -3.3 | 1.6 | 0.4[16.7 µM] | 0.8
O=C(Nc1ccccc1)N1C[C@H]2[C@@H](c3ccccc31)[C@@H](CO)N2C(=O)c1cccnc1 | -3.2 | -76.0 | / | -10.3 | 5.0 | -1.3 | 11.5[16.7 µM] | -10.2
CN(CCc1ccccc1)C(=O)c1ccc(NC(=O)Cc2cccc(NC(=O)C3CCN(C(=O)C4CCCCC4)CC3)c2)cc1 | / | 16.0 | 11.5 | 1.6 | -0.2 | -27.8 | 4.0 | 9.4
COc1cc(/C=N/O)ccc1OCc1ccc([N+](=O)[O-])cc1 | -2.8 | -281.2 | -0.3 | / | -71.2 | / | / | -70.7
COc1ccc(C(=O)Nc2ccc(S(=O)(=O)N(C)c3ccccc3)cc2)cc1 | 1.3 | -30.6 | -2.9 | / | -17.9 | / | / | -17.7
Cc1ccc(-c2ccc3c(c2)O[C@H](CN(C)Cc2ccccn2)[C@@H](C)CN([C@H](C)CO)S3(=O)=O)cc1 | 0.2 | / | / | 3.1 | 12.8 | -8.3 | 65.1[16.7 µM] | 62.7*
O=C(Nc1cccc(F)c1)c1cccnc1 | -0.1 | 0.7 | -4.8 | -6.8 | 6.5 | -1.4 | -6.5 | -6.9
CCc1cccc2c3c([nH]c12)C(CC)(CC(=O)O)OCC3 (configuration not stated) | 0.9 | 0.0 | -2.3 | -0.1 | 13.7 | -10.4 | -6.2 | -5.6
Nc1ccccc1SSc1ccccc1N | -1.3 | -6.2 | -17.7 | -0.8 | -9.0 | / | / | 20.9
CSC1=C(C#N)C(=O)NC(c2ccccc2O)S1 (configuration not stated) | 1.8 | -6.0 | -7.8 | / | 7.2 | 3.4 | / | -8.9

New compounds follow
SMILES | CASP6 VEID inh | PAX8 inh HTS | FN deposit inh | Cneo AK release | LGR2 antag | PGC1a acetyl inh | miR122 inh | EWS-Fli inh
COc1ccc(C2(c3ccc(OC)cc3)NC(=O)N(CC(=O)NCC(C)c3ccccc3)C2=O)cc1 (configuration not stated) | 0.5 | 12.6 | -4.2 | -1.1 | -10.4 | -26.2 | 0.2 | 6.3
CCCN(C)C[C@@H]1Oc2ncc(C#CCOC)cc2C(=O)N([C@H](C)CO)C[C@@H]1C | -2.2 | / | -3.2 | -1.0 | -6.6 | 16.1 | -2.7[16.7 µM] | -5.9
CCNC(=O)C[C@@H]1CC[C@@H]2[C@H](COC[C@@H](O)CN2C(=O)CC)O1 | -1.4 | -9.1 | 0.0 | -0.6 | 5.8 | -1.1 | 1.8[16.7 µM] | 2.0
CC(=O)N1CCC(=NNc2ncc(C(F)(F)F)cc2Cl)CC1 | -3.1 | -1.8 | 1.8 | / | 15.5 | / | / | -0.4
COc1cc2c(cc1OC)C(c1cccc([N+](=O)[O-])c1)=NCC2 | 0.2 | 16.2 | 5.8 | -0.3 | / | 13.0 | -10.9 | 7.3
CCCC(=O)Nc1ccc2c(c1)C(=O)N(C)[C@H]1CC[C@H](CC(=O)O)O[C@@H]1CO2 | 0.4 | -10.4 | -2.2 | -3.3 | 5.7 | -3.0 | -1.0[16.7 µM] | -8.3
COc1cccc(S(=O)(=O)N(C)C[C@@H]2Oc3cc(C4=CCCCC4)ccc3S(=O)(=O)N([C@H](C)CO)C[C@H]2C)c1 | 2.0 | 65.8* | / | 0.6 | 22.6 | -5.6 | -36.2[16.7 µM] | 13.9
C[C@@H]1CN([C@H](C)CO)C(=O)c2cccc(NC(=O)Nc3ccc4c(c3)OCO4)c2O[C@@H]1CN(C)Cc1ccc(C(=O)O)cc1 | -0.7 | / | 1.0 | 0.5 | -18.2 | -0.6 | 0.4[16.7 µM] | 2.9
Cc1ccccc1S(=O)(=O)N1[C@H](CO)[C@@H](c2ccc(-c3ccccc3)cc2)[C@@H]1C#N | 0.4 | -7.5 | 6.6 | 0.0 | 4.2 | 8.9 | / | 18.6
Nc1ccc(N=Nc2ccccc2)c(N)n1 | 4.5 | -131.1 | 3.0 | 0.6 | -66.7 | 9.8 | -23.0 | -106.6
CC1CCc2c(sc3nc(SCC(=O)O)n(-c4ccccc4)c(=O)c23)C1 (configuration not stated) | -1.1 | -4.8 | -6.9 | -1.4 | 16.1 | -2.2 | -2.1 | -3.9
CCN(CC)c1ccc(NC(=O)c2ccccc2Br)cc1S(=O)(=O)Nc1ccccc1OC | -4.5 | 6.5 | 9.1 | 2.3 | 10.2 | -20.5 | 66.5 | 12.2
Cc1nnc(SCC(=O)c2ccc([N+](=O)[O-])cc2)s1 | -0.4 | -9.3 | -8.5 | / | 1.0 | -21.6 | / | -3.1
COc1cc(/C=N\NC(C)=O)ccc1OC/C=C/c1ccccc1 | -1.1 | -20.9 | / | -0.2 | -4.1 | / | 4.8 | /
C=CCn1cnc2c(oc3ccccc32)c1=O | 0.7 | 5.8 | -4.1 | -0.3 | -27.1 | 3.7 | / | -36.0
Cc1cccc(-c2nc3ccc(C(=O)NCCN4CCN(C)CC4)cc3nc2-c2cccc(C)c2)c1 | -148.7 | 50.9 | -0.5 | 0.0 | 19.3 | 6.6 | -7.6 | /
CCOc1ccc(S(=O)(=O)N2CCN(Cc3ccc4c(c3)OCO4)CC2)cc1OCC | / | -1.7 | 6.6 | -3.4 | 26.2 | / | / | 6.8
CC(C)(C)OC(=O)N1CC=C2C(C#N)=C(N)C(C#N)(C#N)[C@H](c3cccnc3)[C@H]2C1 | / | / | -3.7 | -0.4 | 11.1 | 11.9 | / | /
COC(=O)[C@@H]1[C@@H](CO)[C@@H]2Cn3c(ccc(-c4ccccc4F)c3=O)[C@@H]2N1CC1CCOCC1 | 0.5 | -8.2 | / | 49.5 | -0.3 | -11.5 | 3.8[16.7 µM] | -0.6
CCOC(=O)c1c(C)noc1-c1ccc(Br)o1 | 2.8 | -2.9 | 6.6 | 3.7 | -18.6 | 6.1 | -0.5 | -7.9
O=C(Nc1nnc(SCc2ccc(F)cc2)s1)C1CC(=O)N(Cc2ccccc2)C1 (configuration not stated) | / | 11.8 | 8.5 | 4.8 | -11.3 | -0.3 | -1.8 | /
Cc1cc(OCC(=O)N2CCCCCC2)ccc1[N+](=O)[O-] | 0.0 | -112.2 | -10.4 | 1.1 | / | 0.9 | -9.0 | -90.2
COc1ccccc1N1C(=S)N=C(Nc2c(C)cccc2C)C12CCCC2 | -0.5 | -9.1 | 2.4 | / | 16.6 | / | / | -2.2
Cc1noc(C)c1COc1ccc(C(=O)NNC(=O)c2ccccc2)cc1 | 0.6 | 19.7 | 13.9 | / | -10.3 | -5.0 | 17.7 | 44.1
CC(C)COc1ccc(C(=O)N2C(=O)c3ccc(N)cc3C2=O)cc1 | -0.4 | -14.0 | -4.8 | -2.3 | -0.2 | -7.9 | -0.7 | -24.7
CC(C)[C@@H](C)NC(=O)N(C)C[C@@H]1OCc2ccccc2-c2ccccc2C(=O)N([C@H](C)CO)C[C@H]1C | 1.1 | -7.3 | -11.7 | -3.9 | -13.2 | -40.7 | / | 0.1
CSCCC(NC(=O)c1ccccc1Cl)C(=O)NNC(=O)c1csc(N2CCOCC2)n1 (configuration not stated) | -1.6 | -23.0 | -1.3 | 0.0 | -2.9 | / | 1.5 | -5.4
O=C(Nc1ccc(S(=O)(=O)Nc2ncccn2)cc1)C1=COCCO1 | 0.4 | -3.2 | -0.2 | 0.0 | -5.5 | 11.2 | -13.2 | -11.7
C[C@]12c3[nH]c4ccc(Cl)cc4c3CCN1C(=O)[C@@H](CC(=O)NCc1ccco1)C[C@@H]2C(=O)N1CCOCC1 | -0.3 | 11.9 | -2.3 | 1.5 | -15.6 | 2.4 | 0.2 | 9.0

In the list so far, three contain a furan ring, fused or not:
SMILES | CASP6 VEID inh | PAX8 inh HTS | FN deposit inh | Cneo AK release | LGR2 antag | PGC1a acetyl inh | miR122 inh | EWS-Fli inh
C=CCn1cnc2c(oc3ccccc32)c1=O | 0.7 | 5.8 | -4.1 | -0.3 | -27.1 | 3.7 | / | -36.0
CCOC(=O)c1c(C)noc1-c1ccc(Br)o1 | 2.8 | -2.9 | 6.6 | 3.7 | -18.6 | 6.1 | -0.5 | -7.9
C[C@]12c3[nH]c4ccc(Cl)cc4c3CCN1C(=O)[C@@H](CC(=O)NCc1ccco1)C[C@@H]2C(=O)N1CCOCC1 | -0.3 | 11.9 | -2.3 | 1.5 | -15.6 | 2.4 | 0.2 | 9.0
